# MPTP block: inhibitors of mitochondrial permeability transition pore. isolated mouse mitochondria, Ca2+ swelling absorbance, 30 min. inhibition, % at 10 µM. hit rate 1.4% among 360,000;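 active = inhibition of 50% or more, scaled per plate between neutral and stimulator controls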;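 also: 0% = DMSO wells given calcium and 100% = 1 mM EGTA wells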
# A3A deaminase: blocks human APOBEC3A ssDNA deamination; recombinant A3A, FAM/TAMRA ssDNA deamination fluorescence; inhibition, % at 20 µM; hit rate 0.41% among 330,000; AID 493011;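 active = at least 40% inhibition at 20 µM here, with at most 30% in a related deaminase screen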;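 also: plate controls were A3A with DMSO for no effect and wells lacking A3A enzyme for full effect; some results filed as inactive read as strong as hits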
# beta cell repl: MIN6 beta-cell proliferation induction | MIN6 cells proliferation, ATPlite luminescence, 48 h; cells starved in 0.2% serum; 100% = growth in 10% serum | proliferation, % at 10 µM | hit rate 0.29% among 330,000 | AID 2380;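 active = compounds whose signal lies at least 3.5 SD above the mean of all wells on their plate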;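 also: 0% = DMSO-treated cells in low-serum medium and 100% = 10% serum control; some compounds called inactive have numbers as strong as hits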
# hIAP activ: increases human intestinal alkaline phosphatase activity. purified human IAP, CDP-Star luminescence, 30 min; active compounds read high; 1 = vehicle-only enzyme, 0 = enzyme-free background. AID 2524. P09923. activation factor at 10 µM. hit rate 0.16% among 330,000;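 active = activation factor of the enzyme at least 2-fold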; also: the source names both 10 and 20 µM as test concentration; values of inactives mirror those of a sister screen read the other way
# Target sequence (P09923 whole entry, looked up): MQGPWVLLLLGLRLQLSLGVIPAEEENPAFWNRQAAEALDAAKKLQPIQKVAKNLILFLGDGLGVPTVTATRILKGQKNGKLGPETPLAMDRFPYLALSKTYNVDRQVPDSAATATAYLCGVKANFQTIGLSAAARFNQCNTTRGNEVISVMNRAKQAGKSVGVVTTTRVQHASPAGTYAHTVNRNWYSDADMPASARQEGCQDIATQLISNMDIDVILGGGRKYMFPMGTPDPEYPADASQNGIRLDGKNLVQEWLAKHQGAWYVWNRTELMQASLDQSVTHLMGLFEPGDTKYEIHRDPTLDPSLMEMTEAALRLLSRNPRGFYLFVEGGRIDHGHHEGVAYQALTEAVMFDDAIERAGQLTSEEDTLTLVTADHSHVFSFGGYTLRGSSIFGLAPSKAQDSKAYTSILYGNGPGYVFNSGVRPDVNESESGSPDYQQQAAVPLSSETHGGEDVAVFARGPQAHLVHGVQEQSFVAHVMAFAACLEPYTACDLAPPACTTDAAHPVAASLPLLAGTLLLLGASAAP
# A3G deaminase: blocks human APOBEC3G single-stranded DNA deamination; Q9HC16; inhibition, % at 20 µM; recombinant A3G, ssDNA deamination FAM/TAMRA fluorescence; hit rate 0.28% among 330,000;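 active = inhibition of at least 40% at 20 µM, with no more than 30% in the related APOBEC3A deaminase screen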;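 also: plate controls were DMSO wells with A3G for no effect and wells lacking A3G enzyme for full effect; some compounds called inactive have numbers as strong as hits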
# Target sequence (Q9HC16 whole entry, looked up): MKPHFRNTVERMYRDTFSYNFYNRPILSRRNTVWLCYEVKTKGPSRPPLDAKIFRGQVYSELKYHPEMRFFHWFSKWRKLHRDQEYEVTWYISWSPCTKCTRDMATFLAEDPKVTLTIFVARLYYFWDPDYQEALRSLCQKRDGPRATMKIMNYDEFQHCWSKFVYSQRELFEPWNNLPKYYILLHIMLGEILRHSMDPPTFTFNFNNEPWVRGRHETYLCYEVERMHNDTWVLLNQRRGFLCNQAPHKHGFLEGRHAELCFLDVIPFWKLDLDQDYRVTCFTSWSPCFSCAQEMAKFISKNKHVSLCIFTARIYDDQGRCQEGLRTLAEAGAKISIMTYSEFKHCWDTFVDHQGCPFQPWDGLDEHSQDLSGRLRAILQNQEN
# hIAP inh: blocks human intestinal alkaline phosphatase; AID 2544; purified IAP, CDP-Star luminescence, 30 min; hit rate 0.12% among 330,000; inhibition, % at 10 µM;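 active = inhibition reaching a set limit with compound at 10 µM in the primary screen, cut at about 35% in these data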;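 also: plate controls were DMSO wells with enzyme for no effect and no-enzyme buffer wells for full effect; values of inactives mirror those of a sister screen read the other way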
# mIAP block: blocks mouse intestinal alkaline phosphatase; purified mouse IAP, CDP-Star luminescence, 30 min; inhibition, % at 10 µM; hit rate 0.2% among 330,000; AID 2806;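 active = inhibition of at least 40% at 10 µM in the primary screen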;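 also: plate controls were DMSO with enzyme for no effect and no enzyme wells for full effect; values of inactives mirror those of a sister screen read the other way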
# GRIN3A LBD mod: modulators (binders) of human NR3A ligand-binding domain; NR3A LBD differential scanning fluorimetry, Tm shift; 0% = protein alone, 100% = glycine-bound protein; Tm shift relative to glycine control, % at 25 µM; hit rate 2.5% among 340,000; AID 1259313;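 active = melting temperature shift of at least 10% of the positive control shift, at one fixed dose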
# mIAP act: increases mouse intestinal alkaline phosphatase activity | muIAP, CDP-Star luminescence, 30 min; active compounds read high; 1 = vehicle-only enzyme signal, 0 = enzyme-free wells | activation factor at 10 µM | hit rate 0.24% among 330,000;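 active = activation factor of at least 2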; also: the source names both 10 and 20 µM as test concentration; values of inactives mirror those of a sister screen read the other way
#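 Assay system: mouse IAP enzyme / Compound: DMSO-dissolved test compounds / Timing: 30 min, room temperature / Measured by: luminescence from enzymatic CDP-Star hydrolysis / Control set: DMSO-only wells, enzyme-free buffer wells as negative control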
# The depositor's hits bear a star; x = no result given.
SMILES,MPTP block,A3A deaminase,beta cell repl,hIAP activ,A3G deaminase,hIAP inh,mIAP block,GRIN3A LBD mod,mIAP act
Cc1ccn2c(=O)nc(SCC(=O)NCc3ccco3)nc2c1,1.3,23,-2,0.96,14,4,5,-2,0.95
COc1ccc(OCC(=O)Nn2c(-c3cccc(OC)c3)nc3ccccc3c2=O)cc1,0.8,-3,-2,1,-8,0,8,-3,0.92
Cc1cc(Br)cn2cc(C(=O)O)nc12,-0.4,-5,0,0.95,-8,5,8,1,0.92
O=C(O)c1cccnc1Oc1ccccc1,-6.5,-8,-1,0.81,-6,19,-7,-1,1.1
Cc1ccc(-n2cc(CN(C)Cc3nccn3C)c(-c3ccc(F)cc3)n2)cc1,-0.7,2,-3,1.1,-3,-11,-2,0,1
CC(C)OC(=O)CSc1nnc(CNc2nc(-c3ccccc3)cs2)n1C,-0.7,0,-2,0.86,-6,14,-5,0,1.1
O=S(=O)(NNc1ncc(C(F)(F)F)cc1Cl)c1ccccc1,0.2,1,1,0.95,-1,5,5,2,0.95
O=C(NCc1ccccc1)C(c1cccnc1)N(C(=O)c1csnn1)c1ccc(F)cc1 (stereo unspecified),0.1,-1,-1,0.92,-7,8,2,-3,0.98
Cc1cc(OCC(=O)Nc2ccc3oc(-c4ccncc4)nc3c2)ccc1Cl,4.5,2,-1,0.84,-1,16,3,0,0.97
O=C(NCCc1ccncc1)C12CC3CC(CC(C3)C1)C2,1.6,-4,0,0.82,-9,18,6,1,0.94
CCN(c1ccc(OC)cc1)S(=O)(=O)c1cc(-c2cc(C)no2)ccc1C(C)C,1.3,3,-4,1.1,13,-10,3,3,0.97
COc1cc(-c2ccc3sc(-c4ccsc4)c(C#CCO)c3c2)cc(OC)c1OC,0.3,-1,-7,0.97,-9,3,7,-4,0.93
COc1ccc(OC)c(C(=O)c2coc3ccc(OC(C)=O)cc23)c1,-1.8,1,-3,0.92,79*,8,6,1,0.94
N#Cc1ccccc1S(=O)(=O)N1CCN(CC(O)CN2CCOCC2)CC1 (stereo unspecified),-2.6,-8,1,1,-10,-2,-2,5,1
COc1cc(/C=N/NC(=O)c2cc(-c3ccccc3)sc2N)cc(OC)c1OC,x,-2,-4,1,-6,-3,0,-4,0.99
C=CCSc1nc(N)c2c(C)c(C)sc2n1,1.1,0,-3,0.94,-1,6,2,-2,0.98
CC(=O)Nc1ccc(S(=O)(=O)N2CCN(Cc3ccccc3[N+](=O)[O-])CC2)cc1,10,-5,-2,1.1,-10,-6,3,-3,0.97
CCc1cc(C(=O)N2CCc3c([nH]c4ccccc34)C2c2ccc(OC)cc2F)no1 (stereo unspecified),0.5,-1,-5,0.99,-8,1,-5,-4,1
COc1cc([N+](=O)[O-])ccc1NC(=O)CC(C)C,-4.0,3,-4,0.82,-1,18,8,-6,0.92
CCc1ccc(NS(=O)(=O)c2ccc3c(c2)CCN3C(=O)CCC(=O)O)cc1,0.2,-1,1,1.1,-1,-7,-2,-5,1

# Some of the entries so far, tab-delimited.
smiles	MPTP block	A3A deaminase	beta cell repl	hIAP activ	A3G deaminase	hIAP inh	mIAP block	GRIN3A LBD mod	mIAP act
C=CCSc1nc(N)c2c(C)c(C)sc2n1	1.1	0	-3	0.94	-1	6	2	-2	0.98
CC(=O)Nc1ccc(S(=O)(=O)N2CCN(Cc3ccccc3[N+](=O)[O-])CC2)cc1	10	-5	-2	1.1	-10	-6	3	-3	0.97

# Next compounds
SMILES,MPTP block,A3A deaminase,beta cell repl,hIAP activ,A3G deaminase,hIAP inh,mIAP block,GRIN3A LBD mod,mIAP act
CCOc1[nH]n(-c2ccccc2)c(=O)c1C=Nc1ccc(Cl)cc1,0.7,-3,-2,1.1,0,-6,0,0,1
CCCOn1nnnc1-c1ccccc1,0.3,-3,-3,1.1,-1,-11,-3,0,1
CC(=O)Nc1ccc(NC(=O)CSc2ccc(C(F)(F)F)cc2[N+](=O)[O-])cc1,1.1,1,-1,1.1,-3,-10,10,-2,0.9
CCOC(=O)c1c(-c2ccc(C)o2)csc1NC(=S)NC(=O)c1ccccc1Br,0.2,-3,-6,1,-7,-2,22,3,0.78
CCOC(=O)C1=C(N)N(c2ccccc2Oc2ccccc2)C(=O)C1,0.5,-7,-1,1,-9,-3,-8,7,1.1
O=C(Nc1ccc(F)cc1F)c1csc(-c2ccncc2)n1,-2.4,2,1,0.92,-3,8,7,-3,0.93
COCCNC(=O)C(=O)NCCN1CCNCC1,-0.5,2,1,1,-3,-3,-3,0,1
CCOC(=O)C1(Cc2cccc(Cl)c2)CCCN(C(=O)CN2C(=O)CSC2=O)C1 (stereo unspecified),1.1,-1,-2,0.84,-4,16,0,-1,1
O=C(Nc1cccc(F)c1)C1CCCN1C(=O)OCc1ccccc1 (stereo unspecified),-0.3,0,-3,1.3,-3,-32,-5,7,1.1
COc1ccc(Oc2cnn(-c3ccccc3)c(=O)c2Br)cc1,-0.9,1,-4,0.98,-6,2,3,-3,0.97
COc1cccc(N2CCN(C(=O)CCc3nnc4ccc(N5CCCC5)nn34)CC2)c1,-1.9,-3,-2,1.2,-3,-18,0,-4,1
COc1ccc(-c2c(C)n([O-])c(C)c(C)[n+]2=O)cc1,-3.9,0,2,1,-5,-3,6,-3,0.94
O=C(COC(=O)c1ccc(Cl)nc1)NCCNC(=O)COC(=O)c1ccc(Cl)nc1,-2.2,3,-3,0.93,-5,7,4,1,0.96
COc1ccc(NC(=O)COC(=O)c2cnccn2)cc1Cl,-2.1,-1,0,1,-3,-1,-8,2,1.1
CC(C)(O)C#Cc1ccc(C(=O)Nc2ccc3c(c2)OCO3)s1,-0.5,-2,-3,1.2,-5,-16,-3,-11,1
CCOC(=O)N1CCC(n2c(SCC(=O)NCCc3ccc(S(N)(=O)=O)cc3)nc3ccccc3c2=O)CC1,-0.5,0,-1,0.99,-8,1,-16,1,1.2
CC(C)(C)NC(=O)C1CCC(CNc2c(N3CCCCC3)c(=O)c2=O)CC1 (stereo unspecified),0.5,3,3,1,-1,-5,-10,2,1.1
O=C(NCCc1ccccc1)C1CCN(S(=O)(=O)c2ccc(Br)s2)CC1,1.2,1,-3,1,-5,-4,-30,0,1.3
COc1cccc(NC(=O)CSc2nc(=O)n(Cc3ccncc3)c3c2CCCC3)c1,-0.9,4,-1,1.1,-3,-8,5,1,0.95
O=C(CSc1nnnn1-c1ccc2c(c1)OCO2)NCc1cccs1,0.1,-2,1,1,-3,-3,11,-1,0.89
Cc1cc(C)cc(NC(=O)c2ccc3nc[nH]c3c2)c1,0.8,-7,-1,1,-5,-4,17,-5,0.83
CC(C)(C)OC(=O)N[C@H]1C=C[C@H](OC(=O)CC(=O)OCC(F)(F)F)C1,-0.4,5,x,x,4,x,-3,7,1
Cc1ccc(OCCNCc2ccccc2)c(C)c1,2.4,-4,-3,0.95,11,5,8,-2,0.92
CC(C)(C)c1ccc(/C=C/C(=O)NCCCN2CCOCC2)cc1,-0.4,-3,-1,1.3,2,-27,-4,-2,1
O=C(CCc1nnc2ccc(N3CCC4(CC3)OCCO4)nn12)N1CCCCC1,-0.9,-3,-1,1,-4,0,15,1,0.85
CC(NCc1cccs1)C(=O)NC1CCCCC1 (stereo unspecified),-4.7,1,2,1,-2,-1,4,1,0.96
COc1ccc(C2=NN(c3ccccc3)C(c3cn(CCC(=O)O)nc3-c3ccccc3)C2)cc1 (stereo unspecified),-10,-2,-3,0.94,-6,6,-2,5,1
C(=N\Nc1nc(Nc2ccccc2)nc(Nc2ccccc2)n1)/c1cccnc1,1.1,-3,-2,0.97,-2,3,12,27*,0.88
Cc1nn(C)c(C)c1CNC(=O)c1nn2c(c1Cl)NC(c1cccs1)CC2C(F)(F)F (stereo unspecified),0.5,6,-4,1.3,3,-26,9,x,0.91
O=C(CNC(=O)c1cccs1)OCC(=O)c1ccccc1,-0.8,-4,-2,0.93,-8,7,-5,1,1
Cc1ccc(CNC(=O)C2CCCN(S(=O)(=O)N3CCC(C)CC3)C2)cc1 (stereo unspecified),1.9,-4,7,0.82,-9,18,1,-3,0.99
Nc1nnc(-c2cccnc2)s1,0.3,0,-2,1.1,2,-11,5,-3,0.95
CCOC(=O)C1CCN(C(=O)COC(=O)c2cccc(F)c2)CC1,0.4,3,0,1.1,3,-14,-11,0,1.1
COc1ccc(CCNC(=O)c2cnn3c(C(F)F)cc(C)nc23)cc1OC,-0.3,-3,0,1,-8,-2,-15,-1,1.1
COc1ccc(Cc2nc3ccccc3n2C)cc1,1.4,-1,1,1.1,0,-5,-6,-1,1.1
CC(C)CC(=O)N/N=C/c1c(N)n(C)c(=O)n(C)c1=O,0.7,-5,-1,1,-8,0,-13,0,1.1
Cc1ccc(N(C(=O)c2ccc(S(=O)(=O)N3CCOCC3)cc2)C2C=CS(=O)(=O)C2)cc1C (stereo unspecified),0.0,-4,-3,1.2,-4,-17,-20,0,1.2
CCCCC(=O)NC1(C(F)(F)F)C(=O)N(Cc2ccco2)C(C)=C1C(=O)OC (stereo unspecified),0.4,-4,-1,0.99,-7,1,-2,7,1
O=[N+]([O-])c1cccc(CN2CCN(c3ncccn3)CC2)c1,-1.0,2,1,1.1,0,-6,-4,-2,1
COc1cccc(CN2CCNC(=O)C2CC(=O)NC2CCCC2)c1OC (stereo unspecified),-0.5,1,-6,1.4,2,-35,3,0,0.97
CCOc1ccccc1OCCCC(=O)ON=C(N)c1ccccc1,-3.3,1,-5,0.9,0,10,3,0,0.97
O=C(N/N=C/c1c[nH]c2ccccc12)c1ccc(O)c(O)c1,1.2,-6,-3,0.89,-10,11,10,28*,0.9
Cc1ccc(-c2c(C)n([O-])c3c([n+]2=O)CCC3)cc1,-0.8,3,0,0.93,-1,7,2,-1,0.98
CC(=O)NC(O)C(=O)c1ccco1 (stereo unspecified),-0.2,2,-2,0.8,4,20,1,-5,0.99
O=C(CS(=O)(=O)c1ccc(F)cc1)NCc1ccccc1,-0.3,2,3,1.1,-7,-8,2,-1,0.98
CCn1c(SCC(=O)c2cc(OC)ccc2OC)nnc1C(C)C,0.8,0,1,1.2,-2,-16,-1,1,1
CC(=O)Nc1ccc(NC(=O)c2ccc([N+](=O)[O-])cc2Cl)cc1,-0.5,-1,-1,1.1,-4,-14,3,1,0.97
CCOc1ccc(OCC)c(NC(=O)Nc2ccc3c(c2)N(C)C(=O)CS3)c1,1.2,2,0,0.91,0,9,-138,5,2.4*
CCN(C(=O)Cn1c(=O)oc2cc(S(=O)(=O)N3CCCC3)ccc21)c1ccc(OC)cc1,0.1,1,2,0.94,2,6,5,-1,0.95
CCN(CC)CCCNC(=O)c1cc(Nc2ccc(OC)cc2)nc2ccccc12,-1.2,-5,-1,1.1,-9,-14,2,0,0.98
O=C(COc1ccc(Cl)cc1)NNC(=S)NCc1ccccc1,0.9,-2,0,1.6,33,-58,2,-2,0.98
Cn1ncc([N+](=O)[O-])c1C(=O)NCc1ccccc1,-0.2,0,-1,0.97,-1,2,-4,-7,1
C=C1[C@@H](O)[C@@H]2O[C@]3(CC[C@H](/C=C/[C@@H](C)[C@@H]4CC(C)=CC5(O[C@H](C[C@@](C)(O)C(=O)OC)CC[C@H]5O)O4)O3)CC[C@H]2O[C@@H]1[C@@H](O)C[C@H](C)[C@H]1OC2(CCCCO2)CC[C@H]1C (stereo partly specified),x,2,-5,0.9,-6,10,-5,0,1.1

# Screening data from PubChem.

# Rows are unselected; overall some 5% were active at least once.
